Bioassay records deposited in PubChem by National Center for Advancing Translational Sciences (NCATS).
D1 potentiator = Potentiators of Human D1 Dopamine Receptor: qHTS; 360,000 compounds, 0.036% hits; HEK293 TREx D1 cells, calcium flux, dopamine EC20 potentiation; AID 504651, 2011; potentiation, % at 10 µM; in the data active = potentiation above about 30%; note: 0% is about no effect
Target sequence (P21728 whole entry, looked up): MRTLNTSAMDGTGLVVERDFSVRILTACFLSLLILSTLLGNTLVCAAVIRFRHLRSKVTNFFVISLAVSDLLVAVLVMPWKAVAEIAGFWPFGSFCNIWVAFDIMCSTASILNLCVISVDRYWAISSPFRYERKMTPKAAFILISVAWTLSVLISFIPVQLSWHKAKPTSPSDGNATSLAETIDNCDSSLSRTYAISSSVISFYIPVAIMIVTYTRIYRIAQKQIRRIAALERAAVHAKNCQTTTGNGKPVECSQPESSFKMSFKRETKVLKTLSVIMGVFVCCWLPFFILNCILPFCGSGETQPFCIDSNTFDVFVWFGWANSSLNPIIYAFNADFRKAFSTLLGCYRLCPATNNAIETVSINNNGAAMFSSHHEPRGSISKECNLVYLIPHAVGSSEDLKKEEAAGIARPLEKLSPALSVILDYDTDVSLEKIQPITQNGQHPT
D2 antag = HTS Assay for Allosteric Antagonists of the Human D2 Dopamine Receptor: Primary Screen for Antagonists. D(2) dopamine receptor (Homo sapiens), P14416. HEK293 TREx D2 cells, calcium flux, dopamine EC80. inhibition, % at 10 µM. 340,000 compounds, 2% hits. AID 485344, 2010; in the data active = inhibition above about 30%; note: 0% is about no effect
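Tetracycline-induced HEK293 T-REx cells expressing D2 force-coupled to calcium signalling were dye-loaded, exposed to compound for 180 s, then challenged with an EC80 of dopamine; calcium flux was followed kinetically for a further 180 s.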
D1 agonist = Allosteric Agonists of the Human D1 Dopamine Receptor: qHTS | D(1A) dopamine receptor (Homo sapiens), P21728 | HEK293 T-REx D1 cells, calcium flux, agonist mode | activation, % at 2 µM | 360,000 compounds, 1% hits; note: 0% is about no effect
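Tetracycline-induced HEK293 TREx D1 cells, force-coupled to calcium signalling, were dye-loaded with a no-wash calcium kit. Compound was pin-added after a 10 s baseline. Fluorescence was read kinetically at 1 cycle/s for 180 s, with calcium rises flagged as agonism.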
D1 antag = Antagonist of Human D 1 Dopamine Receptor: qHTS; D(1A) dopamine receptor (Homo sapiens), P21728; HEK293 TREx D1 cells, calcium flux, dopamine EC80; stronger effect = lower value; activity change, negative = inhibition, % at 10 µM; 360,000 compounds, 3.2% hits; in the data active = activity change below about -30%; note: % is set by controls: 0 for no effect and ±100 for the full control effect
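After overnight tetracycline induction at 30 C, force-coupled D1 HEK293 cells took up a no-wash calcium dye at room temperature. Compounds were added and monitored 180 s, and the response to EC80 dopamine was then recorded.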
TRHR PAM = qHTS for Small Molecule Agonists and Allosteric Enhancers of Human TRH Receptor: Primary Screen for Enhancers. TRHR cells, fluo-8 calcium fluorescence, EC20 TRH enhancement. 360,000 compounds, 0.66% hits. AID 493056, 2011. enhancement, % at 2 µM. Thyrotropin-releasing hormone receptor (Homo sapiens), P34981; in the data active = enhancement above about 30%; note: 0% is about no effect
Target sequence (P34981 whole entry, looked up): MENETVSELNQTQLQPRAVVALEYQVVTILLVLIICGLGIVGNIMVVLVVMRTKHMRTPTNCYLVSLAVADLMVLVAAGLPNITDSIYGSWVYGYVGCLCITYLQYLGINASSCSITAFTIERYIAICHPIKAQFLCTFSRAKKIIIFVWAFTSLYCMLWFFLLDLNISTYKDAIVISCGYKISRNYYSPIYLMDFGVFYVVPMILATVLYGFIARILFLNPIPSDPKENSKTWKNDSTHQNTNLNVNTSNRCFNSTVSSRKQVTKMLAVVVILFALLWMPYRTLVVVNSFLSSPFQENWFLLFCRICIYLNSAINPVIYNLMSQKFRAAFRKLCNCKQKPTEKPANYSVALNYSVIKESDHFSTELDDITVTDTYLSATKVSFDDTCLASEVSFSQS
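Enhancer read-out: after compound pinning and an initial kinetic agonist-mode read, an EC20 of TRH (10 nM final) was injected and fluo-8 calcium signal (Ex 480/Em 530) followed at 1 s/cycle for 100 cycles in TRHR-expressing cells.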
D2 ag = HTS Assay for Allosteric Agonists of the Human D2 Dopamine Receptor: Primary Screen for Agonists; activation, % at 2 µM; AID 485358, 2010; D(2) dopamine receptor (Homo sapiens), P14416; HEK293 T-REx D2 cells, calcium flux agonist mode; 340,000 compounds, 0.53% hits;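 active = activation over 3 SD above normal in the single-dose calcium agonist read, cut at about 30% in these data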; note: 0% is about no effect
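Agonism is scored from calcium flux in a force-coupled, inducible HEK293 cell line expressing D2, read kinetically for 180 s after compound addition against dopamine controls.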
RXFP1 antag = qHTS Assay for Antagonists of the Relaxin Receptor RXFP1 | AID 1259400, 2018 | activity change, negative = inhibition, % at 57.5 µM | 350,000 compounds, 0.59% hits | Relaxin receptor 1 (Homo sapiens), Q9HBX9 | HEK293-RXFP1, relaxin-stimulated cAMP HTRF, 30 min; stronger effect = lower value;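 active = activity change of -60% or lower, but not beyond a set lower limit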; note: % is set by controls: 0 for no effect and ±100 for the full control effect
TRHR ag = qHTS for Small Molecule Agonists and Allosteric Enhancers of Human TRH Receptor: Primary Screen for Agonists; activation, % at 2 µM; Thyrotropin-releasing hormone receptor (Homo sapiens), P34981; TRHR cells, calcium flux fluo-8, FDSS agonist mode; AID 493084, 2011; 360,000 compounds, 0.18% hits; note: 0% is about no effect
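Fluo-8-loaded TRHR cells; 10 s baseline, compound added, kinetic Ca2+ fluorescence read 1/s, agonist mode.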
D2 potentiator = HTS Assay for Positive Allosteric Modulators of the Human D2 Dopamine Receptor: Primary Screen for Potentiators. D(2) dopamine receptor (Homo sapiens), P14416. potentiation, % at 10 µM. 340,000 compounds, 0.34% hits. HEK293 T-REx D2, calcium flux, EC20 dopamine potentiation. AID 485347, 2010;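 active = potentiation over 3 SD above the plate norm, cut at about 30% in these data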; note: 0% is about no effect
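Using a no-wash calcium dye in inducible, force-coupled HEK293 Trex cells expressing D2, we tracked fluorescence each second for 180 s after compound, then for 180 s after EC20 dopamine to detect augmented signalling.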
* hit, by the source's call; / = not tested or not shown. Cut-off read from the data, not from the text of the source, unless noted: active = activation above about 30%; inactive = the rest.

SMILES	D1 potentiator	D2 antag	D1 agonist	D1 antag	TRHR PAM	D2 ag	RXFP1 antag	TRHR ag	D2 potentiator
CCN(CC)C(=O)CSc1nc(O)cc(=O)n1CC	-4.5	/	0.8	-9.4	0.2	/	-0.4	-0.1	/
CCOc1ccc(N2C(=O)Nc3ccc(Br)cc3C2(O)C(=O)NCCCN(C)C)cc1 (configuration not stated)	0.8	-5.5	1.9	-3.4	10.9	-1.6	-6.9	0.6	7.3
O=c1c2oc3ccccc3c2n(Cc2ccc(Cl)cc2)c(=O)n1Cc1ccccc1	1.2	/	3.6	-13.4	-2.7	5.3	-10.4	1.1	-0.4
CC1(CCc2ccccc2)NC(=O)N(CC(=O)Nc2ccccc2)C1=O (configuration not stated)	0.1	1.4	1.7	-8.2	2.4	1.7	-5.0	0.2	1.2
Cc1nnc(NC(=O)/C=C/c2ccco2)s1	-2.1	2.1	0.6	8.5	0.9	-1.1	3.4	-0.8	0.8
COc1cc(C(=O)Nc2cccc(-c3nncn3C)c2)cc(OC)c1OC	2.0	-5.6	6.8	2.9	33.9*	0.5	6.8	-0.2	17.8
C/C(N)=C(/C#N)C(=O)CSc1nc2ccc(C)cc2[nH]1	-4.5	-7.9	1.3	-7.0	-8.9	-0.4	-10.7	-0.2	-7.6
CCN(CC)C(=O)CSc1nnc(-c2ccccn2)n1-c1ccccc1OC	-8.8	4.9	2.3	4.4	-1.0	-0.5	12.8	-0.4	-16.4
Clc1cccc(-n2cc(-c3ccccc3)c3c(NC4CCCC4)ncnc32)c1	2.2	/	-1.9	16.1	-6.8	-0.6	3.8	0.3	3.5
CN1C(=O)C(C(=O)NC(C)(C)C)C2c3ccccc3OC13CCCCC23 (configuration not stated)	5.3	3.6	-1.6	13.3	1.3	-0.3	0.2	-0.2	-8.3
CN1CCN(C(=O)Cn2c(-c3cccs3)cc3ccccc32)CC1	-0.2	/	-0.8	7.4	-1.7	0.3	-4.5	0.1	0.8
O=[N+]([O-])c1ccc(N2CCCC2)nc1	-1.6	-4.7	0.6	-2.5	1.8	0.2	3.0	-0.1	-8.3
CCOc1ccc(NC(=O)CN(C)C(=O)COc2cccc3c2OC(C)(C)C3)cc1OCC	-3.2	23.7	-0.4	-9.2	-2.1	-0.3	14.6	-1.0	2.6
Cc1ccc(S(=O)(=O)N2CCN(S(=O)(=O)N3CCOCC3)CC2)c(C)c1	-4.3	22.6	1.7	4.6	2.9	-0.1	14.9	-0.9	-3.6
CC1(C)CC2(CCO1)OC(=O)CC2C(=O)NCCc1ccccc1 (configuration not stated)	-1.1	-6.4	2.6	-7.2	10.7	0.3	-10.0	1.9	-2.7

Random excerpt: 5 entries already listed, in no set order.
SMILES	D1 potentiator	D2 antag	D1 agonist	D1 antag	TRHR PAM	D2 ag	RXFP1 antag	TRHR ag	D2 potentiator
CCOc1ccc(NC(=O)CN(C)C(=O)COc2cccc3c2OC(C)(C)C3)cc1OCC	-3.2	23.7	-0.4	-9.2	-2.1	-0.3	14.6	-1.0	2.6
CCN(CC)C(=O)CSc1nnc(-c2ccccn2)n1-c1ccccc1OC	-8.8	4.9	2.3	4.4	-1.0	-0.5	12.8	-0.4	-16.4
COc1cc(C(=O)Nc2cccc(-c3nncn3C)c2)cc(OC)c1OC	2.0	-5.6	6.8	2.9	33.9*	0.5	6.8	-0.2	17.8
O=[N+]([O-])c1ccc(N2CCCC2)nc1	-1.6	-4.7	0.6	-2.5	1.8	0.2	3.0	-0.1	-8.3
Cc1nnc(NC(=O)/C=C/c2ccco2)s1	-2.1	2.1	0.6	8.5	0.9	-1.1	3.4	-0.8	0.8

Remaining list, next part.
SMILES	D1 potentiator	D2 antag	D1 agonist	D1 antag	TRHR PAM	D2 ag	RXFP1 antag	TRHR ag	D2 potentiator
COc1cc(/C=N/Nc2nc3ccccc3[nH]c2=O)ccc1O	-3.0	-9.7	1.6	-1.5	-2.0	-1.9	9.0	-0.6	3.8
Cc1ccc2c(c1)C(=O)CCCCC(=O)N2	-2.0	-1.1	1.2	-10.3	3.1	-0.5	11.9	-0.4	3.2
CCn1c(N2CCN(C(=S)NC)CC2)nc2ccccc21	-9.2	0.5	1.7	-32.4*	21.9	-0.1	6.8	-0.3	-7.7
O=C(NC1CC1)C1CCCN(C(=O)Nc2ccc(F)cc2)C1 (configuration not stated)	-9.7	2.5	3.0	-5.6	-1.7	0.2	-1.3	1.2	-2.8
CN(c1ccc(OCC(=O)N2CCOCC2)cc1)S(=O)(=O)c1ccc(Cl)cc1	-5.5	35.4*	5.0	-0.3	0.2	-0.2	9.2	-0.1	-9.7
CCOC(=O)Cn1nc(NC(=O)c2ccc3c(c2)OCO3)cc1C	-0.8	-22.0	1.8	14.3	-4.7	1.0	-1.9	1.7	-8.7
C#CCN(CC=C)C(=O)CCc1nnc(COc2ccccc2)o1	-0.3	-9.8	1.6	1.1	-8.2	0.4	2.3	-0.7	14.0
CCN(CC)C(=O)C1CC(c2ccc(OC)cc2)=NO1 (configuration not stated)	-5.0	31.3*	2.3	-7.4	8.5	-0.6	-5.6	-0.3	8.5
CN(CC(=O)NCc1ccccc1)S(=O)(=O)c1ccc2[nH]c3c(c2c1)CCCC3	-2.9	/	-0.7	6.2	0.9	0.5	-12.3	-0.3	0.6
CCOC(=O)Cc1csc(NS(=O)(=O)c2ccc3c4c(cccc24)C(=O)N3CC)n1	1.2	-18.6	1.5	-1.6	1.5	-0.4	-1.9	0.1	7.3
CCOC(=O)NC(NS(=O)(=O)c1ccccc1)(C(=O)OCC)C(F)(F)F (configuration not stated)	1.6	-13.6	3.3	13.3	6.9	-1.0	/	-2.4	4.9
CC(C)OCCCn1c(=O)c2ccccc2n2c(-c3ccc(F)cc3)nnc12	-2.4	/	9.8	-5.8	11.9	-1.4	-8.6	-1.1	1.7
Cc1ccnc(N(C(=O)c2cccs2)C(=O)c2cccs2)c1	-0.3	-1.2	1.0	-3.0	1.2	-0.4	0.0	-0.4	-6.5
COc1cccc(Cn2c(SCc3ccc(C(=O)N4CCCCC4)cc3)nc3ccncc32)c1	-3.1	/	-0.7	-8.3	-5.4	/	-10.3	-1.0	1.0
O=C(CN1C(=O)c2ccccc2C1=O)N1CCOCC1	-3.5	9.5	4.7	-1.1	3.6	0.3	3.5	0.5	-1.9
COc1cccc(C(=O)NC(=O)Nc2cc(C)on2)c1	0.8	6.3	9.2	7.6	1.2	0.1	-12.8	0.6	7.3
CCOC(=O)c1c(C)[nH]c(C(=O)OCC(=O)N(C)CC(=O)Nc2ccccc2Cl)c1C	-14.5	14.5	8.4	11.7	4.3	-0.3	-2.4	-0.5	3.1
COCCCNC(=O)c1cccc(C(=O)NCCCOC)c1	-2.8	-0.4	1.4	8.1	0.5	-0.3	5.4	2.4	2.1
COC(=O)Oc1ccc(/C=N/NC(=O)CSCc2ccccc2Br)cc1OC	0.6	-4.6	0.4	-13.7	1.7	-0.3	-9.0	-0.7	7.1
Cc1n[nH]c(C)c1CCCCOc1ccccc1	-8.2	-5.1	14.7	-32.2*	-6.7	1.0	-5.2	0.2	-4.4
CNC(=O)CSc1nc2cccnc2n1-c1ccc(F)cc1	-1.1	6.6	2.7	2.4	-1.8	-0.8	-0.8	-2.0	2.8
CC(C)(C)c1cc2nc3c(c(=O)n2[nH]1)CN(Cc1ccccc1)C3=O	3.0	-16.2	7.2	-1.6	3.2	0.9	0.5	-0.7	-2.7
Cc1cc(C)cc(Oc2c(C(F)(F)F)oc3cc(OCC(=O)O)ccc3c2=O)c1	-7.3	7.3	3.1	-5.7	-4.1	0.5	16.7	0.6	-6.6
O=C(C1CCC1)N1CCN(c2ccc(C(F)(F)F)cc2[N+](=O)[O-])CC1	-7.8	-12.3	10.4	-39.7*	5.5	0.0	-6.6	1.1	2.1
CCCCc1cn([C@@H](CCCCNC(=O)OC(C)(C)C)C(=O)N2CCN(C(=O)OC(C)(C)C)CC2)nn1	-5.2	-13.6	0.2	-5.8	9.3	0.3	/	0.1	7.4
CCCOc1ccc(C2c3c(oc4ccccc4c3=O)C(=O)N2c2nnc(C(C)C)s2)cc1 (configuration not stated)	-0.8	/	-1.1	13.2	5.3	0.0	-1.2	0.4	11.0
CCC(C(=O)c1ccccc1)N(C(=O)c1ccccc1Cl)N1C(=O)C2C3C=CC(C3)C2C1=O (configuration not stated)	1.7	-8.5	0.0	5.8	-5.3	-0.2	-9.9	0.0	6.7
CCCOc1ccc(C(=O)N2CCN(c3ccc(NC(=O)CC)cc3Cl)CC2)cc1	-2.9	-9.3	0.6	-17.8	5.9	-1.6	-0.8	-1.1	13.2
CCCNC(=O)c1ccccc1SCc1c(C)noc1C	-2.0	-5.5	4.6	-9.4	-2.4	-0.1	1.3	-1.2	-1.8
CN1CCN(C(=O)C2=C[C@@H](C(C)(C)C)C[C@@H](OCc3ccc(CO)cc3)O2)CC1	2.8	-0.7	-4.4	-20.2	-4.5	0.2	/	0.1	-4.1
CCCC(c1nnnn1Cc1ccco1)N1CCN(C2CCCC2)CC1 (configuration not stated)	-2.1	-2.3	0.7	-22.1	-0.3	-0.1	-2.0	0.0	-11.4
C=CCn1c(SCc2nc3ccccc3c(=O)[nH]2)nc2scc(C3CC3)c2c1=O	-4.5	9.8	3.9	-3.5	4.3	1.1	-13.3	-1.3	12.7
CCOC(=O)Nc1sc(NS(=O)(=O)c2ccccc2)nc1C	-0.9	0.6	3.2	-1.3	14.8	0.1	-0.9	0.5	-6.4
CSc1nsc2nc(=O)c(/C=C3\C(C)=Nc4ccccc43)c(N)n12	-2.2	4.2	0.2	-9.0	-1.8	-0.6	-6.6	1.0	-18.4
COc1ccc(-c2ccc(C#N)c(OC)n2)cc1	-8.9	5.9	1.9	13.5	0.4	-0.3	-17.9	0.3	-1.0
COc1ccc(CCNc2nc(-c3sc(C)nc3C)cs2)cc1OC	-9.3	-8.8	12.9	-11.3	-3.4	-1.3	-16.2	-0.6	3.6
CCN1CCN(CC(=O)Nc2cc3c(cc2C(C)=O)OCO3)CC1	-0.8	0.5	-1.2	13.1	1.0	1.9	-8.0	-0.3	10.9
Cc1cccc(CSc2nc(-c3cccc(C)c3)nc3c2Cc2c(CO)cnc(C)c2O3)c1	-3.2	/	0.9	-13.2	-5.0	-0.7	-29.3	0.1	-3.4
